From PubChem
phage Ecoli inh = growth loss of phage-infected E. coli, primary screen, RecBCD inhibitor project, absorbance, with phage, HTS. inhibition, % at 11.9 µM. actives 0.26% (n = 360,000). AID 651602, 2012; in the data active = inhibition above about 11%
SR-BI DiI-HDL act = activators of SR-BI mediated DiI-HDL uptake, primary screen, ldlA[mSR-BI] CHO cells, DiI fluorescence; actives 0.096% (n = 320,000); activation, % at 12.5 µM; AID 504775, 2011; 3 h; 100 = double the neutral-control signal;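 active = mean replicate activation of at least 60% and every replicate at or above 60%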;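 also: 0% = median plate neutral-control signal and 100% = twice that signal; values of inactives mirror those of a sister screen read the other way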
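Test system: SR-BI-overexpressing, LDLR-lacking CHO cells; Medium: Ham's F12 with 0.5% BSA, HEPES 25 mM, pH 7.4; Schedule: 3 h, 37 °C; Technique: bottom-read fluorescence, 550/595 nm.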
MITF TRPM1 HTS = activators of MITF-driven TRPM1 promoter reporter, primary screen, cell-based, SK-MEL-5, luciferase, single point. actives 0.75% (n = 300,000). activation, % at 12.5 µM. SK-MEL-5 TRPM1-promoter luciferase, 24 h; % of positive control, neutral wells = 0;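 active = mean activation of at least 80% with every replicate also reaching 80%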;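 also: 0% = neutral control wells and 100% = parthenolide positive control wells; values of inactives mirror those of a sister screen read the other way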
Ecoli viability = E. coli V3065 growth inhibition, primary screen, counter-screen for AddAB inhibitor project, absorbance, OD600 | 18 h | actives 0.27% (n = 330,000) | inhibition, % at 11.9 µM | AID 449728, 2010;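 active = inhibition above the campaign's mean inhibition across all tested compounds plus 3 SD, cut at about 9.9% in these data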;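 also: uninfected addAB+ strain grown without phage in ampicillin broth; 0% = DMSO wells and 100% = ciprofloxacin 0.95 µg/ml wells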
CAL PDZ FP-1 = untagged CAL PDZ binding inhibitors, primary screen, biochemical, fluorescence polarization, HTS | Golgi-associated PDZ and coiled-coil motif-containing protein (Homo sapiens), Q9HD26 | purified CAL PDZ, TMR-peptide fluorescence polarization, 1 h | inhibition, % at 24.9 µM | actives 0.92% (n = 300,000) | AID 602252, 2012;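 active = mean inhibition of at least 30% with at least half of replicates also reaching 30%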;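 also: 0% = DMSO neutral control and 100% = excess unlabeled competitor peptide PRC23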
Wnt bcat act = Wnt/beta-catenin pathway activators, primary screen, cell-based, plate reader, single point; Wnt/beta-catenin reporter cell assay, activator; activation, % at 9.35 µM; actives 1.2% (n = 300,000); AID 743398, 2014; in the data active = activation above about 30%, passing the limit was not always enough;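 also: 0% = neutral control wells and 100% = positive control wells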
AddAB inh = growth inhibition of E. coli expressing H. pylori AddAB, primary screen, AddAB inhibitor project, absorbance; inhibition, % at 11.9 µM; actives 0.29% (n = 330,000); AID 435030, 2010; in the data active = inhibition above about 12%;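 also: 0% = vehicle wells of infected cells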
Tat transport = E. coli Tat export inhibitors, primary screen, MC4100, TorA-mCherry reporter, fluorescence, single point; inhibition, % at 10 µM; actives 0.036% (n = 340,000);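 active = mean replicate inhibition at least 50% and at least half of replicates individually reaching 50%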;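 also: exported cargo escapes ClpAP degradation while cytoplasmic cargo is degraded and loses fluorescence; 0% = median of neutral control wells and 100% = median of NaSCN control wells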
CAL PDZ FP-2 = CAL PDZ peptide-binding inhibitors, primary screen, biochemical, fluorescence polarization, Cer-tagged CAL PDZ, HTS; purified CAL PDZ, TMR-peptide fluorescence polarization, 1 h; AID 504414, 2011; inhibition, % at 20 µM; actives 0.02% (n = 330,000); Golgi-associated PDZ and coiled-coil motif-containing protein (Homo sapiens), Q9HD26;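 active = highest replicate inhibition of at least 40%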;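 also: plate controls were DMSO neutral control wells for no effect and unlabeled competitor peptide control wells for full effect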
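material = purified tagged CAL PDZ domain construct (CerCALP) | buffer or medium = sodium phosphate/NaCl buffer pH 7.4 with TCEP, IgG, Thesit | reagent = TMR-labelled reporter peptide T*-PRC34 bound in PDZ groove | incubation = 1 h room-temperature incubation prior to read | measured by = fluorescence polarization (mP) | evaluation = percent inhibition from loss of millipolarization | control set = unlabelled peptide and DMSO controls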
SR-BI DiI inh = inhibitors of SR-BI mediated HDL lipid uptake, primary screen, ldlA[mSR-BI] cells, fluorescence, single point; actives 0.96% (n = 320,000); inhibition, % at 12.5 µM; ldlA[mSR-BI] CHO cells, DiI-HDL uptake fluorescence, 3 h;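 active = mean replicate inhibition of at least 70% and a set share of replicates each scoring 70 or more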;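 also: 0% = median of neutral control wells and 100% = median of positive control wells; values of inactives mirror those of a sister screen read the other way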
Target sequence (Q61009 whole entry, looked up): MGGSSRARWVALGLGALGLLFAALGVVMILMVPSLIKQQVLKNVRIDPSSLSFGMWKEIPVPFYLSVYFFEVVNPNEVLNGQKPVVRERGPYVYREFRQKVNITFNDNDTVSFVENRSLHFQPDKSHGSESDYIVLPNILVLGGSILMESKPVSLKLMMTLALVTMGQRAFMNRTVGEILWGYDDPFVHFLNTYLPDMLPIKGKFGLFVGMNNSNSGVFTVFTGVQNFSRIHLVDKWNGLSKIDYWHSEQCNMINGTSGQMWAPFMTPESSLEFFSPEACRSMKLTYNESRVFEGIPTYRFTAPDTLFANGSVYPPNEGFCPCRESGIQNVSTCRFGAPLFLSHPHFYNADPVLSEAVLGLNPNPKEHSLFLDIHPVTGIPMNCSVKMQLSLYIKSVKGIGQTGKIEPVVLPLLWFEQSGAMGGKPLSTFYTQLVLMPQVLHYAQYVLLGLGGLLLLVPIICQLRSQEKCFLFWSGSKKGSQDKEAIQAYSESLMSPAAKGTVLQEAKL
* hit, by the source's call; nt = no result given.

No.	canonical_smiles	phage Ecoli inh	SR-BI DiI-HDL act	MITF TRPM1 HTS	Ecoli viability	CAL PDZ FP-1	Wnt bcat act	AddAB inh	Tat transport	CAL PDZ FP-2	SR-BI DiI inh
1	O=C(c1ccc2c(c1)OCO2)N1CCN(S(=O)(=O)N2CCCCC2)CC1	-0.1	nt	0	2.7	6	-1	1.0	3	-2.7	nt
2	CCOc1ccc(N2CC(C(=O)N3CCc4ccccc4C3)CC2=O)cc1 (centres undefined)	2.2	-21	9	2.7	7	nt	0.5	-12	nt	21
3	CCn1c(=O)c2cc(C(=O)NCCC(C)C)sc2c2ccccc21	2.7	-61	0	1.9	-3	1	0.8	9	-2.6	61
4	O=S(=O)(c1ccccc1)N1CCN(c2cccc(Cl)c2)CC1	1.3	24	nt	0.4	-1	-1	3.4	-1	1.5	-24
5	Cn1cccc1C(=O)NC(=O)COC(=O)c1ccc(O)cc1	0.1	12	2	2.9	4	nt	3.4	-16	-1.3	-12
6	CCOc1ccc(NC(=O)CN(C)C(=O)COc2cccc(CC)c2)cc1OCC	1.9	-21	-12	-0.8	-1	-4	0.5	4	-2.0	21
7	COc1ccc(NC(=O)c2ccccc2)cc1NS(=O)(=O)c1ccc(F)cc1	0.2	5	4	-0.3	-2	-2	3.2	-6	-0.3	-5
8	CCN(C(=O)CN1C(=O)S/C(=C\c2ccccc2OC)C1=O)C1CCS(=O)(=O)C1 (centres undefined)	0.9	-5	-2	-1.3	-2	-1	1.2	5	-4.0	5
9	CN(Cc1ccccc1)C(=O)CCC1CCN(C(=O)CC2=CCCCC2)CC1	1.8	6	24	nt	19	5	nt	0	-2.4	-6
10	Cc1cc(NC(=O)CSc2nc3ccccc3n2CC(C)C)no1	1.7	-17	3	0.7	-7	-2	-0.7	8	0.1	17
11	CCOC(=O)c1sc(NC(=O)C2C3C=CC(C3)C2C(=O)O)nc1C (centres undefined)	2.8	16	-7	-1.2	-3	-3	-2.1	-4	-1.9	-16
12	CCC(=O)Nc1cccc(NC(=O)CSc2nnnn2C2CCCC2)c1	-3.1	6	-5	4.8	-1	nt	2.9	-3	-2.8	-6
13	CCOC(=O)Nc1ccc(C(=O)/C=C/c2ccccc2)cc1	1.8	-22	16	0.5	79*	14	-0.4	6	-1.2	22
14	CCNC(=O)NC(=O)C(C)Oc1ccc(C(=O)OC)cc1 (centres undefined)	3.3	4	2	1.5	-3	nt	0.3	4	-1.6	-4
15	CC(C)c1c(C(=O)N/N=C2\CCc3ccccc32)nnn1-c1nonc1N	1.8	-5	24	0.9	1	0	2.4	1	-2.8	5
16	C/C(=C\c1ccco1)C1C(C#N)=C(N)Oc2n[nH]c(-c3ccc(C)cc3)c21 (centres undefined)	-0.9	12	-22	-3.3	-1	-3	1.8	3	0.5	-12
17	O=S(=O)(c1ccc(-n2cnnn2)cc1)N1CCN(c2ccccc2F)CC1	1.9	8	-8	0.3	-1	-2	2.1	-10	-3.2	-8
18	CN(CC(=O)Nc1cccc(F)c1)C(=O)c1csc2c1CCCC2	3.9	17	-15	-0.1	0	2	0.7	1	-3.0	-17
19	CC(C)c1nnc(NC(=O)CSc2nnc(-c3ccco3)o2)s1	0.3	-10	15	-3.7	3	-1	-1.8	1	-0.7	10
20	O=C(OCc1c(F)cccc1Cl)c1cnc(Cl)c(Cl)c1	1.8	13	-3	-1.9	-1	-2	2.5	4	-2.3	-13
21	CCOC(=O)N1CCN(C(=O)CSC2=NS(=O)(=O)c3cc(F)ccc3N2)CC1	-0.4	6	2	-0.8	-2	-4	1.1	6	-3.0	-6
22	Cc1cc(=O)oc2cc(OCC(=O)NCCc3c[nH]c4ccc(F)cc34)ccc12	2.4	-28	16	-1.9	-3	0	0.8	-1	-2.1	28
23	CN(C(=O)c1cccc(NC(=O)Cc2ccc(NC(=O)C3CCN(C(=O)c4ccccc4)CC3)cc2)c1)C1CCC1	3.0	-62	-7	nt	-1	-2	nt	-3	0.1	62
24	CCOc1ccc(NC(=O)/C(C#N)=C/c2ccc(N3CCCC3)c(C)c2)cc1	0.2	-96	4	-0.8	-1	nt	3.7	-3	0.5	96*
25	CC(NC(=O)CN1CCN(c2ccccc2F)CC1)c1ccccc1 (centres undefined)	-3.2	-1	nt	nt	-2	4	nt	10	-1.0	1
26	COc1ccc(/C=C(/NC(=O)/C=C/c2ccccc2)C(=O)NCCCCCC(=O)O)cc1	1.8	11	-2	2.3	-4	-3	2.9	2	-0.7	-11
27	COc1ccc2nc(C)cc(N/N=C/c3ccccc3)c2c1	nt	-18	-99	0.2	nt	nt	4.2	-1	14	18
28	COc1cc(C)c(Cl)c(C)c1S(=O)(=O)NCc1ccc2c(c1)OCO2	2.7	nt	4	-0.2	-3	nt	0.4	1	-2.2	nt
29	O=C(COC(=O)c1ccc([N+](=O)[O-])s1)Nc1ccccc1	3.9	2	-8	-1.4	-3	nt	4.1	-15	-2.4	-2
30	CC(C)c1ccc(C(=O)NN2CCOCC2)cc1	2.6	10	-1	0.6	-3	1	0.7	-4	-2.2	-10
31	CN(C)C(CNc1ccc(C(N)=O)cc1[N+](=O)[O-])c1ccccc1 (centres undefined)	3.6	-6	4	0.4	9	-1	3.4	-4	-2.5	6
32	CCCCN(CCCC)NC(=O)c1ccccc1	4.4	17	-3	-0.5	-1	0	0.6	-15	-1.9	-17
33	Cc1ccccc1NC(=O)CN1C(=O)N/C(=C\c2ccc(N3CCOCC3)c(F)c2)C1=O	0.3	-7	14	-2.8	1	2	3.5	-1	-0.3	7
34	CN(C)c1ccc(P(=O)(Nc2ccc([N+](=O)[O-])cc2)N2CCOCC2)c(NC(=O)c2cccs2)c1 (centres undefined)	2.2	20	6	-0.3	-2	1	2.9	-7	-2.2	-20
35	Cc1cccc(NC(=O)CCN2CCCCC2)c1	-0.7	46	nt	-2.1	nt	-1	1.2	-7	0.7	-46
36	CCOc1ccc(NC(=O)CCC(=O)N/N=C/c2ccc3c(c2)OCO3)cc1	3.2	-6	7	0.4	-1	nt	-1.1	-5	-1.7	6
37	CC(=O)c1ccc(NC(=O)CCOc2cc(C)ccc2C)cc1	1.7	-37	47	1.4	-2	-2	2.7	2	-1.1	37
38	O=C1NC(Cc2ccccc2)c2nc3ccc(Cl)cc3c(=O)n2-c2ccc(Cl)cc21 (centres undefined)	2.2	nt	nt	-0.4	nt	-3	-0.6	nt	nt	nt
39	CN(C)S(=O)(=O)c1ccc(C(=O)Nc2ccc(OCC(=O)N3CCOCC3)cc2)cc1	2.1	15	10	4.2	-1	nt	0.1	-5	-1.1	-15
40	O=C(O)C1CCCN1C(=O)C1CCN(S(=O)(=O)c2cccc(C(F)(F)F)c2)CC1 (centres undefined)	0.2	31	6	nt	-1	0	nt	-3	-0.4	-31
41	COc1cc(C(=O)NCCc2ccc(S(N)(=O)=O)cc2)cc(OC)c1OC	2.8	-16	2	0.0	-1	nt	1.4	-18	-1.1	16
42	CCc1nnc(NC(=O)CSc2ncnc3scc(-c4ccc(C)cc4)c23)s1	3.0	-5	-5	-2.4	-2	nt	1.1	-3	0.0	5
43	COc1ccc(C2NC(=S)NC(C)=C2C(=O)N2CCOCC2)cc1 (centres undefined)	3.0	7	10	1.5	1	6	3.2	6	-0.1	-7
44	CC(CC(=O)Nc1nccs1)c1ccccc1 (centres undefined)	5.8	-14	5	0.8	nt	0	0.5	4	0.5	14
45	COc1ccc(CCNC(=O)CCn2cccc2)cc1OC	0.1	9	-3	3.7	1	nt	2.8	-1	-0.7	-9
46	O=C1CCCc2c1nc(-c1ccccc1F)n2O	2.3	8	-19	-0.2	-18	0	1.1	4	-0.5	-8
47	ClCc1csc(-c2ccc(Cl)cc2)n1	0.5	23	5	3.5	-3	nt	1.8	-12	-0.3	-23
48	O=c1[nH]nc(C(F)(F)F)c2nnn(Cc3ccccc3Cl)c12	0.8	19	2	-1.4	-1	20	-1.0	4	-0.9	-19
49	COc1ccc(NS(=O)(=O)c2cccc(C(=O)NCC(c3ccc(OC)cc3)N3CCOCC3)c2)cc1 (centres undefined)	2.6	14	-4	0.1	-2	0	5.9	-3	-0.7	-14
50	N#C/C(=C\c1c(N2CCOCC2)nc2ccccn2c1=O)S(=O)(=O)c1ccccc1	0.4	3	0	-0.1	0	nt	2.1	-3	-0.5	-3

Next section.
No.	canonical_smiles	phage Ecoli inh	SR-BI DiI-HDL act	MITF TRPM1 HTS	Ecoli viability	CAL PDZ FP-1	Wnt bcat act	AddAB inh	Tat transport	CAL PDZ FP-2	SR-BI DiI inh
51	N#Cc1ccccc1OCC(=O)Nc1c(C(=O)C2CC2)oc2ccccc12	1.4	-12	nt	-2.4	-2	-15	-0.3	-1	nt	12
52	COc1ccc(/C=N/NC(=O)c2ccc(Cl)cc2)cc1Cn1cc(Cl)cn1	4.2	-51	10	-3.0	-2	nt	-0.7	-3	-3.8	51
53	NNC(=O)CN1C(c2cccc(Cl)c2)=Nc2ccc(Br)cc2C1c1ccccc1 (centres undefined)	0.1	-7	nt	0.4	0	-4	2.6	1	nt	7
54	O=[N+]([O-])c1ccc(C[n+]2cccc3c4ccccc4ccc32)cc1	2.3	2	-25	-1.7	-5	0	-2.1	2	-0.7	-2
55	O=C(NCc1ccccc1Br)c1ccc2c(c1)OCCO2	1.7	-7	36	0.1	4	2	-0.1	-8	-1.4	7
56	Cc1nnc(N/N=C\c2ccc(-c3ccccc3[N+](=O)[O-])o2)n1N	3.0	21	0	0.5	8	1	9.3	-3	1.1	-21
57	CN(Cc1ccccc1)C(=O)c1ccc(NC(=O)Cc2ccc([N+](=O)[O-])cc2)cc1	0.9	-8	10	-0.8	-5	-5	0.1	10	-1.3	8
58	O=C(CC1C(=O)NCCN1CC1CCCCC1)NC1(c2ccccc2)CC1 (centres undefined)	4.4	2	-14	-1.3	nt	-1	-0.2	-6	-1.4	-2
59	CCC1Nc2ncnc(N3CCN(c4ccccc4)CC3)c2N(Cc2ccc(C)cc2)C1=O (centres undefined)	1.9	17	3	1.0	-1	-1	2.6	-6	-0.1	-17
60	CCC(C)(C)n1nnnc1C(c1cc2cc(OC)c(OC)cc2[nH]c1=O)N1CCc2ccccc21 (centres undefined)	0.5	6	-9	-1.2	-7	nt	1.6	6	-0.9	-6
61	CCCOc1ccc(-c2c(C(=O)N/N=C(\C)c3cccnc3)nnn2-c2nonc2N)cc1	-1.4	-7	4	-0.8	-2	-2	2.7	-6	-2.5	7
